# NPSR antagonist = antagonists of human neuropeptide S receptor cAMP signaling; Q6W5P4; CHO-NPSR cells, cAMP TR-FRET, antagonist mode; Potency, µM (top dose mostly 38.3 µM), without a hit: top-dose activity change, negative = inhibition, most hits filed as inhibitors; 220,000 tested, 1% active; AID 1461; note: potency is the fitted concentration of half-maximal effect; % is set by controls: 0 for no effect and ±100 for the full control effect; nearly all actives have a fitted effect of over 50% in size; many of its hits are not listed in these tables
# Epigenetic derep = regulators of epigenetic silencing causing reporter derepression in mouse cells | Potency, µM (series often up to 53.9 µM), for the others: at the highest dose GFP activation, hits mostly activators | AID 1865 | murine LDR cells, GFP reporter derepression, 30 h | 280,000 tested, 0.2% active; note: potency is the fitted concentration of half-maximal effect; % of control where 0% means no effect; nearly all actives have a fitted effect of over 60% in size
#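 In this reporter-derepression format, murine cells bearing a silenced integrated CMV-GFP locus incubate with test compound (30 h, 37 C), then are washed and imaged; fluorescent objects of 20–120 um count as induced cells.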
# TexasRed fluor = counter-screen for TRb-SRC2 inhibitors: fluorescence interference. TRb/SRC2 Texas Red total fluorescence interference. Potency, µM (doses to about 106 µM), inactives show top-dose fluorescence change, negative = quenching. 280,000 tested, 0.29% active. AID 1479; active = well fitted curve in either direction with a large enough effect; inconclusive = small, poorly fitted or top-dose-only effect; note: potency is the fitted concentration of half-maximal effect; % is set by controls: 0 for no effect and ±100 for the full control effect
#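 Flags fluorescent or light-absorbing compounds by total fluorescence, S + 2P, at 555 nm excitation and 632 nm emission. Mixture: 20 nM Texas Red SRC2 peptide, 0.6 uM human TRb LBD, 1 uM T3, 5% DMSO; compound exposure 5 h at ambient temperature.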
# CBFb-RUNX1 inh = blocks binding between human CBF-beta and RUNX1 | Potency, µM (highest dose often 59.8 µM), for inactives: at the highest dose activity, negative = inhibition, usual class: inhibitors | AlphaScreen CBFb-His/RUNX1-biotin binding, biochemical | 230,000 tested, under 10 active | Q01196+Q13951; note: % of control where 0% means no effect
#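 CBF-beta (His) and RUNX1 (biotin), 30 nM each; 20 min preassociation; + compound, 15 min; + beads 50 ng each (Ni, streptavidin), 90 min; RT; AlphaScreen read.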
# TRb-SRC2 inh = TRbeta-SRC2 interaction inhibition | TRbeta-SRC2 peptide binding, fluorescence polarization; receptor liganded with 1 µM T3 | Potency, µM (top dose mostly 106 µM), for inactives: at the top dose activity change, negative = inhibition, hits mostly inhibitors | 280,000 tested, 0.065% active | P10828 | AID 1469;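 note: potency is the fitted concentration of half-maximal effect; plate controls were bound peptide for no effect and peptide without receptor for full effect; nearly all actives have a fitted effect of over 50% in size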
# Target sequence (P10828 whole entry, looked up): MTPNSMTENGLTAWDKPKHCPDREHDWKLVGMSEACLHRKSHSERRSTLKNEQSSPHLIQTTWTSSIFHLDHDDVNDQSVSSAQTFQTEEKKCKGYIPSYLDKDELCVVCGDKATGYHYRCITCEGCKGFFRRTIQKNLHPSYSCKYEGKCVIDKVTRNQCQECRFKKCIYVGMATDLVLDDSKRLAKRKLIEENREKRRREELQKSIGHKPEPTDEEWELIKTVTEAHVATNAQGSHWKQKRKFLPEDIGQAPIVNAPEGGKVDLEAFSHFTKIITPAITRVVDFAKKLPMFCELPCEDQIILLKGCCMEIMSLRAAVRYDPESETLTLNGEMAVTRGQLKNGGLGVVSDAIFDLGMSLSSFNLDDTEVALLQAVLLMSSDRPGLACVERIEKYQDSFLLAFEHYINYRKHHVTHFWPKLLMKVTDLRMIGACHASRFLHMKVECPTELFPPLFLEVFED
#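 Human TRb ligand-binding domain (0.6 uM) is mixed with 20 nM Texas Red SRC2 peptide and 1 uM T3; after compound addition and 5 hr at ambient temperature, polarization is measured and normalized to unbound and bound controls.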
# aGal spleen mod = inhibits or activates alpha-galactosidase in human spleen homogenate; P06280; human spleen homogenate, 4MU-alpha-Gal fluorescence, 40 min; Potency, µM (doses to about 80 µM), for the others: top-dose activity change, negative = inhibition, usual class: inhibitors; 240,000 tested, 0.008% active;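 note: potency is the fitted concentration of half-maximal effect; 0% = enzyme with vehicle and -100% = no enzyme basal signal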
# Target sequence (P06280 32-429 limits assumed): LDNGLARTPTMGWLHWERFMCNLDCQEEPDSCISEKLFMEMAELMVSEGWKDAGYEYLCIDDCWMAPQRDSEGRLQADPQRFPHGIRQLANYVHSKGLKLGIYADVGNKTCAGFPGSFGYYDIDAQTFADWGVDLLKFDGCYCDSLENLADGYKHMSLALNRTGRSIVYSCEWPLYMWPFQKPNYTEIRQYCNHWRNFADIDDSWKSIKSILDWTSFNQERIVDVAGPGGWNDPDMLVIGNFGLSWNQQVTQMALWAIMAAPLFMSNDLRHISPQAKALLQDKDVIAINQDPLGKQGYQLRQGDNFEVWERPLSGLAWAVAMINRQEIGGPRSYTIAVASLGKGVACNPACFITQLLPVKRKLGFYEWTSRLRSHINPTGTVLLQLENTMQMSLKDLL
#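 Spleen homogenate 1 ug + cpd (titration) + 4-MU-alpha-D-galactopyranoside 1 mM; 37C 40 min; 50 mM citrate/phosphate pH 5.0, 0.01% Tween-20; stop pH 10; fluorescence 365/440; AC50 via Hill.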
# Tau fluor counter = counter-screen for tau fibril formation inhibitors; tau K18 P301L Alexa594 fluorescence, heparin fibrillization; Potency, µM (series often up to 57.7 µM), without a hit: top-dose activity change, negative = decrease; 280,000 tested, 0.93% active; AID 1463; note: potency is the fitted concentration of half-maximal effect; % is set by controls: 0 for no effect and ±100 for the full control effect; nearly all actives have a fitted effect of over 55% in size
#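 Human tau K18 P301L (15 uM unlabeled, 0.24 uM Alexa 594-labeled) in 100 mM sodium acetate pH 7 with 20 uM heparin, 6 hr at 37 C. ThT 30 uM added, 1 hr ambient; Alexa 594 FP and total fluorescence read at 555/632 nm.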
# Tau fibril FP = blocks human tau fibril formation measured by polarization; K18 P301L tau heparin fibrillization, Alexa594 FP, 6 h; Potency, µM (highest dose often 57.7 µM), without a hit: at the highest dose activity, negative = inhibition, most hits filed as inhibitors; 280,000 tested, 0.39% active; AID 1468; note: potency is the fitted concentration of half-maximal effect; % is set by controls: 0 for no effect and ±100 for the full control effect; nearly all actives have a fitted effect of over 55% in size
# Target sequence (P10636 561-689 P618L limits assumed): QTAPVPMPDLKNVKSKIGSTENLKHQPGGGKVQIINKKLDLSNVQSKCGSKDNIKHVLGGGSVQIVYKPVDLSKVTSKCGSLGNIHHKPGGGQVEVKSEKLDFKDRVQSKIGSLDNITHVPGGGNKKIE
#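 Read-out: fluorescence polarization of Alexa 594-labeled tau (0.24 uM), 555 nm excitation, 632 nm emission. Mixtures held 15 uM unlabeled K18 P301L, compound and 20 uM heparin, pH 7 acetate buffer, incubated 6 hr at 37 C.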
# Active calls of the source: *; ? = inconclusive; . = not tested or not shown; [ ] = remark or other dose. Unless noted, calls come from the whole dose curve; as a rule, active = well fitted curve in the direction sought with a large enough effect; inconclusive = small, poorly fitted or top-dose-only effect, or another doubt; inactive = no such curve, though single readings can be large; an effect the other way counts as inactive or inconclusive.
# Under each structure: TRb-SRC2 inh	Tau fluor counter	TexasRed fluor	Epigenetic derep	CBFb-RUNX1 inh	Tau fibril FP	NPSR antagonist	aGal spleen mod
- CCc1cc(-c2nc(N)ncc2-c2ccc(Br)cc2)c(O)cc1OC
    2%	13µM*[quencher]	-2%	16%	4%	-3%	?	2%
- CC(=O)N(C)c1ccc(NC(=O)Nc2ccc(C)c(C)c2)cc1
    1%	-27%	-6%	-1.2%	9%	5%	-34%	-13%
- COC(=O)c1ccc(NC(=O)C(=O)NCCc2csc3nc(-c4ccccc4F)nn23)cc1
    4%	-13%	-2%	5.1%	.	-1%	.	.
- Cc1ccc(-n2nnnc2Sc2ccc(S(=O)(=O)NCCN(C)C)cc2[N+](=O)[O-])cc1
    -1%[53 µM]	?	-2%[53 µM]	-1.3%	6%	-3%	14%	1%
- N#Cc1ccsc1NC(=O)CN1CCN(S(=O)(=O)c2ccccc2C(F)(F)F)CC1
    1%	-25%	5%	-0.1%	-4%	7%	4%	-4%
- CCC(CC)NC(=O)Nc1ccc(F)c(Cl)c1
    -2%	9%	-4%	0.0%	9%	-2%	-6%	0%
- CC(=O)c1cccc(NC(=O)c2ccncc2)c1
    -10%	2%	0%	-4.1%	7%	-3%	-3%[46.1 µM]	-2%
- CS(=O)(=O)N(CC(=O)N1CCN(Cc2ccc3c(c2)OCO3)CC1)Cc1ccc(Cl)cc1
    -14%	-13%	1%	0.0%	3%	1%	-16%[46.1 µM]	-4%
- CCOc1ccc(C(=O)Nc2ccc(-c3cc4ccccc4oc3=O)c(C)c2)cc1[N+](=O)[O-]
    22%	?	-12%	2.9%	?	-17%	7%	-1%
- CC1CCN(C(=S)Nc2ccc3nc4n(c(=O)c3c2)CCCCC4)CC1
    7%	-6%	6%	1.1%	-1%	-3%	8%	12%
- Cc1c(-c2ccccc2)[n+](=O)c(-c2ccc(Br)cc2)c(C)n1[O-]
    -1%	-13%	0%	1.1%	-6%	-7%	-6%	-4%
- CSc1ccccc1C(=O)Nc1c(C)cccc1C
    -4%	5%	0%	-0.1%	2%	-9%	-1%	-4%
- Cc1nc(C)c(-c2nnc(-c3ccc(C(C)(C)C)cc3)o2)cc1C(=O)NN
    10%	-13%	0%	-1.6%	8%	6%	18%	-17%
- O/N=C(\c1ccc(Cl)cc1)c1ncc(C(F)(F)F)cc1Cl
    2%	-23%	-1%	10%	1%	-3%	?	-1%
- CCOc1ccc(C(CC(=O)Nc2ccc(C(=O)OC)cc2)N2Cc3ccccc3C2=O)cc1OC (stereo not given)
    4%	-3%	0%	1.4%	.	-14%	.	.
- CC(Sc1nnc(C(F)(F)F)n1C)C(=O)NC(N)=O (stereo not given)
    1%	-10%	-2%	-1.0%	0%	-6%	-3%[46.1 µM]	-12%
- CCCC(=O)N1CCN(Cc2ccc3c(c2)OCO3)CC1
    -2%	-2%	-2%	-7.7%	-25%	4%	9%	-11%
- CC12CCC(C(N)=O)(c3nc4ccccc4nc31)C2(C)C (stereo not given)
    -3%	-2%	-7%	0.0%	18%	3%	-2%[46.1 µM]	-17%
- CCOC(=O)C1(C)C=C(Nc2ccc(C)cc2)C(=O)N1c1ccc(C)cc1 (stereo not given)
    3%	-5%	0%	2.2%	-5%	-2%	1%	2%
- COc1ccc(-c2nc(SC(CC(=O)NCc3ccccc3)c3ccc(OC)c(OC)c3)n[nH]2)cc1 (stereo not given)
    6%	-18%	9%	-0.1%	-2%	-5%	-4%	1%
- CNC(=S)N(Cc1ccc(OC)cc1)C1CC(=O)N(c2ccc(C(=O)OC)cc2)C1=O (stereo not given)
    -4%	?	0%	-0.9%	-1%	-15%	-19%[46.1 µM]	-3%
- Nc1nonc1-n1nncc1-c1ccccc1
    -3%	-6%	1%	-1.2%	4%	-6%	-1%[46.1 µM]	0%
- Cc1ccc(N(CC(=O)NC2CCCCC2)C(=O)c2ccc(C)s2)cc1
    -5%	-3%	-1%	1.0%	-1%	10%	-21%[46.1 µM]	5%
- Cc1cc(C)c2cc(C(=O)Nc3ccccc3)[nH]c2c1
    0%	-26%	-1%	-1.1%	2%	-6%	6%[7.67 µM]	-4%
- COc1ccc(C(=O)NCC2CCCO2)cc1OC (stereo not given)
    -4%	14%	-2%	2.1%	7%	-1%	13%	-1%
- Cc1ccccc1C(=O)NC(=S)NCCC1=CCCCC1
    -1%	-8%	0%	4.5%	10%	1%	?	1%
- COC(=O)c1ccc(NC(=O)c2sc3nc(-c4ccccc4)cn3c2C)cc1
    -4%	-23%	0%	2.9%	1%	-11%	?	5%
- CCCCCC1C(=O)C[C@@H]2CCN3C(=O)CCC[C@H]1[C@H]23 (stereo not given in full)
    7%	-12%[81.3 µM]	-2%	3.1%[96.6 µM]	5%[89.1 µM]	2%[81.3 µM]	.	-2%[119 µM]
- Cc1cc(NC(=O)N2CC=C(c3c[nH]c4ccccc34)CC2)ccc1Br
    -5%	13µM*[quencher]	-2%	?	.	-10%	.	.
- CC1(C)CC2(CCO1)OC(=O)CC2C(=O)NCc1ccccc1 (stereo not given)
    -1%	-11%	-4%	-1.1%	2%	-6%	-8%[46.1 µM]	1%
- O=S(=O)(c1ccc(Cl)cc1Cl)n1ccc2cccnc21
    -2%	-10%	-2%	-0.5%	-13%	-5%	-14%	0%
- O=C(Nc1cnn(Cc2ccc(Cl)cc2Cl)c1)c1noc2c1CCCC2
    9%	-27%	-6%	-1.0%	2%	4%	-20%[46.1 µM]	10%
- CCCCC/C=C\C\C=C/C=C/C=C/[C@@H](SC[C@H](N)C(=O)O)[C@@H](O)CCCC(=O)O
    1%	-1%	-2%	1.1%	8%	-9%	.	5%
- O=C(CC1C(=O)OCCN1Cc1ccccc1)Nc1ccc(F)cc1 (stereo not given)
    8%	2%	7%	-0.2%	.	-2%	.	.
- CN(C)C(=O)c1c(NC(=O)c2ccccc2F)sc2c1CCCC2
    2%	-11%	-2%	-3.8%	.	2%	.	.
- CCOCCCNC(=O)C(NC(=O)C1CCC(=O)N1)c1ccc(C)cc1 (stereo not given)
    8%	-8%	-1%	-1.0%	6%	-7%	-8%[46.1 µM]	15%
- N#C/C(=C/c1ccc(CNS(=O)(=O)c2ccccc2)o1)C(N)=O
    2%	-5%	4%	-2.1%	-3%	1%	-5%	-4%
- Oc1c(C(c2ccccc2Cl)N2CCCC2)ccc2cccnc12 (stereo not given)
    -10%	-3%	0%	?	?	2%	10µM*	-5%
- Cc1ccccc1-n1nc(CSc2nc3ccccc3[nH]2)c(-c2ccccc2)c1N
    -4%	?	-5%	-0.9%	-9%	1%	?	-7%
- O=C(CN1C(=O)CSc2ccc(S(=O)(=O)N3CCCCC3)cc21)NCc1ccc(F)cc1Cl
    -4%	-25%	-1%	0.6%	.	-8%	.	.
- C=C(C)C(=O)OCC(C)O (stereo not given)
    4%	.	-1%	.	17%[21.7 µM]	.	.	6%
- O=[N+]([O-])c1cc(C(F)(F)F)ccc1NCCc1c[nH]c2ccc(O)cc12
    -4%	28µM*[quencher]	-1%	-0.9%	-17%	0%	-18%[46.1 µM]	1%
- C(=N\Nc1ccccc1)/c1ccc(N2CCOCC2)cc1
    0%	?	1%	-1.1%	2%	12%	-12%[46.1 µM]	3%
- Cc1cccc(Cn2c(C(C)(C)C)cc3cccnc32)c1
    -5%	-5%	-4%	-0.6%	8%	5%	-3%[46.1 µM]	-9%
- CC(C)Oc1ccc(CNC(=O)C2CCCN(S(=O)(=O)c3ccc4c(ccn4C)c3)C2)cc1 (stereo not given)
    -6%	1%	-1%	0.8%	.	-11%	.	.
- CCCCNc1nc(C)nc2c1nc(-c1ccccc1)n2CC(C)(C)CN(C)C
    6%	1%	-1%	0.6%	19%	13%	.	0%
- CCOc1cccc(CNCCO)c1OCc1ccc(Cl)cc1
    -6%	-6%	-5%	-3.2%	20%	-1%	17%	2%
- Cn1c(SCC2CCCO2)nnc1-c1ccc([N+](=O)[O-])cc1 (stereo not given)
    0%	-2%	-1%	-1.1%	-2%	0%	0%	2%
- CCOP(=O)(OCC)C(NC(=O)Nc1c(C)cc(C)cc1C)c1ccccc1 (stereo not given)
    9%	1%	1%	0.0%	-5%	-2%	-10%	4%
- Cc1ccc(NC(=O)c2noc3c2CCC3)cc1C
    -1%	-20%	-2%	0.2%	?	-9%	-15%	-5%
- COC(=O)C1=C(C)NC(=O)/C1=C\c1cc(C)n(-c2ccccc2F)c1C
    3%	-24%	2%	-0.1%	-3%	-9%	-3%	1%
- Cc1cccc(-n2cc(C(=O)O)c(=O)cc2C)c1
    1%	6%	-2%	3.9%	1%	2%	2%	-5%
- CCCCC(C(=O)O)C(C)CC(=O)NNC(=O)c1ccco1 (stereo not given)
    11%[53 µM]	-3%[2.34 µM]	-1%[53 µM]	-1.1%	-1%	5%[2.34 µM]	-6%	1%
- CCCOc1ccc(CN2C(=O)C(=O)c3cccc(C)c32)cc1
    -9%	-26%	-3%	-2.9%	.	-3%	.	.
- O=C(NC1CCCCC1)N1CCC(c2nc(-c3ccc(S(=O)(=O)N4CCCC4)cc3)no2)CC1
    3%	9%	0%	6.9%	11%	1%	?	-3%

# Ordered by number of heavy atoms (high to low): part of the list above.
# Under each structure: TRb-SRC2 inh	Tau fluor counter	TexasRed fluor	Epigenetic derep	CBFb-RUNX1 inh	Tau fibril FP	NPSR antagonist	aGal spleen mod
- CC(C)Oc1ccc(CNC(=O)C2CCCN(S(=O)(=O)c3ccc4c(ccn4C)c3)C2)cc1 (stereo not given)
    -6%	1%	-1%	0.8%	.	-11%	.	.
- O=C(CC1C(=O)OCCN1Cc1ccccc1)Nc1ccc(F)cc1 (stereo not given)
    8%	2%	7%	-0.2%	.	-2%	.	.
- Cc1cccc(Cn2c(C(C)(C)C)cc3cccnc32)c1
    -5%	-5%	-4%	-0.6%	8%	5%	-3%[46.1 µM]	-9%
- O=S(=O)(c1ccc(Cl)cc1Cl)n1ccc2cccnc21
    -2%	-10%	-2%	-0.5%	-13%	-5%	-14%	0%

# High-throughput results (PubChem)

# Not all compounds are listed; rates above refer to the full screens.
